# Bioassay records as filed in PubChem.
# HEK293 tox = cytotoxic compounds in HEK 293 cells | HEK 293 viability, ATP luminescence (CellTiter-Glo), 48-72 h | Potency, µM (top dose mostly 115 µM), for inactives: at the top dose activity change, negative = cytotoxicity, most hits filed as inhibitors | hit rate 6.6% among 94,000 | AID 1345083; further: potency means the concentration at half of the fitted maximal effect; nearly all actives have a fitted effect of over 60% in size
#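 ATP-coupled CellTiter-Glo luminescence served as viability read-out, recorded 10 min after reagent addition at room temperature. HEK 293 cells, 250 cells/well, had been incubated with pintool-transferred compound for 48 or 72 hr at 37 degree Celsius.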
# SNCA expr inh = inhibitors of alpha-synuclein (SNCA) gene expression | hit rate 0.17% among 140,000 | HEK-293 SNCA-luciferase knock-in, luminescence, 24 h | Potency, µM (top dose mostly 57.2 µM), for the others: top-dose activity change, negative = inhibition, actives largely listed as inhibitors;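 further: potency means the concentration at half of the fitted maximal effect; plate controls were DMSO cells for no effect and cell-free wells for full effect; nearly all actives have a fitted effect of over 45% in size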
# NIH3T3 tox = cytotoxic compounds in NIH 3T3 cells. NIH 3T3 viability, CellTiter-Glo ATP luminescence, 48-72 h. hit rate 4.3% among 94,000. Potency, µM (highest dose often 96.7 µM), for the others: at the top dose activity change, negative = cytotoxicity, hits mostly inhibitors; further: potency means the concentration at half of the fitted maximal effect; nearly all actives have a fitted effect of over 55% in size
#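 First NIH 3T3 cells are plated at 400 cells/well; next compound is pinned in; then plates incubate 48 or 72 hr at 37 °C; finally CellTiter-Glo is added and luminescence read after 10 min.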
# HEK293 viab = reduces viability of HEK-293 SNCA reporter cells. HEK-293-SNCA-luc viability, GF-AFC fluorescence, 24 h. Potency, µM (titrated, usually from 57.1 µM), inactives show at the highest dose activity change, negative = cytotoxicity, most hits filed as cytotoxic. hit rate 0.12% among 150,000. AID 1671193;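 further: potency means the concentration at half of the fitted maximal effect; 0% = DMSO-treated cells and -100% = medium-only wells without cells; nearly all actives have a fitted effect of over 30% in size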
#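 HEK-293-SNCA-luc cells (1500/well) plated 24 h, then exposed 24 h to a dilution series; GF-AFC added 30 min at 37C, fluorescence 405/540 nm; normalised to medium-only and DMSO wells, Hill fit.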
# FLuc inh = Photinus pyralis luciferase inhibition | P08659 | purified P. pyralis luciferase, luminescence, biochemical | Potency, µM (top dose mostly 115 µM), for the others: at the top dose activity change, negative = inhibition, usual class: inhibitors | hit rate 2.5% among 76,000; further: potency means the concentration at half of the fitted maximal effect; nearly all actives have a fitted effect of over 65% in size
#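 Biochemical qHTS: compound (6-point titration) added to 10uM D-luciferin plus 10uM ATP in Tris acetate pH 7.5 buffer with Mg, Tween-20 and BSA, then purified enzyme at 10nM; light output imaged.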
# IP6K1 inh = inhibitors of human IP6K1. IP6K1 kinase, ADP-Glo luminescence, 2 h; stronger effect = lower value. activity change, % (series mostly up to about 58 µM). hit rate 0.81% among 140,000. AID 1645851; in the data active means activity change below about -25%
# Target sequence (Q92551 whole entry, looked up): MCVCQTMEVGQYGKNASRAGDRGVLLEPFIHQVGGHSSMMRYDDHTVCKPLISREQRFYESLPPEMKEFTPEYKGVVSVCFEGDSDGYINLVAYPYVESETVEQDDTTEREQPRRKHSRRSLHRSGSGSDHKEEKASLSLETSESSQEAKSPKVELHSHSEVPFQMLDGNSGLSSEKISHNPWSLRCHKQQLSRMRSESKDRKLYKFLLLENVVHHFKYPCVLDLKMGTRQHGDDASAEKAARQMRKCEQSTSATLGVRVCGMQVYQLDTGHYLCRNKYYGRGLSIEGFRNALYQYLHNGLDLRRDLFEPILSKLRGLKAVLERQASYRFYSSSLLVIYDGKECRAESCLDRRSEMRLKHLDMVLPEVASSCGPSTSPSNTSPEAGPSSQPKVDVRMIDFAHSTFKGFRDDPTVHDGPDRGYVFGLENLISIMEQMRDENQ
#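 ADP-Glo luminescence measures ADP made by human IP6K1 during a 2 h RT reaction with ATP/IP6 (mix at 1.3 mM/130 uM); top library doses 57.5 and 19.1 uM final.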
# GPT2 inhibitor = blocks human glutamate pyruvate transaminase 2; Q8TD30; Recombinant GPT2, coupled pyruvate oxidase/HRP Amplex Red fluorescence; Potency, µM (highest dose often 57.7 µM), for inactives: top-dose activity change, negative = inhibition, hits mostly inhibitors; hit rate 0.25% among 100,000; AID 1671188; further: potency means the concentration at half of the fitted maximal effect; nearly all actives have a fitted effect of over 60% in size; many of its hits are not listed in these tables
# Target sequence (Q8TD30 whole entry, looked up): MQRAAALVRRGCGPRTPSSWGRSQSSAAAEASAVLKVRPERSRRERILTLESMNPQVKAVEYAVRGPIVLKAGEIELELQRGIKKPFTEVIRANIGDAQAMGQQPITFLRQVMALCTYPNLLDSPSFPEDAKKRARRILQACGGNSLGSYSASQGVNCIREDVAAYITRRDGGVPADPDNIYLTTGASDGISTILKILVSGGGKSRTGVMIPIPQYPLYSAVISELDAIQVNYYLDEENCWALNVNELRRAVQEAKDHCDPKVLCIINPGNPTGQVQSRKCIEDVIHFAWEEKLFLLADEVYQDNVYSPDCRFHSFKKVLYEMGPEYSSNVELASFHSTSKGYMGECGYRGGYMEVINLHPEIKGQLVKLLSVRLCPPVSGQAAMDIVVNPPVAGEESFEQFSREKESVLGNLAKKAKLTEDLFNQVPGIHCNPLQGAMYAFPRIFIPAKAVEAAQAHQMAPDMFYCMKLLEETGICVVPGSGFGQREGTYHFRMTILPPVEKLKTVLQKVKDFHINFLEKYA
#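 Fluorescence of coupled pyruvate oxidase/HRP/Amplex Red system (50uM Amplex, 30 min, dark) reports pyruvate formed by GPT2. Enzyme reaction: 10ng/uL GPT2, 2mM L-alanine, 250uM a-KG, 30 min room temperature, pH 7.5; 50uM AOA control.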
# Numbers without * were called inactive; i = inactive; ? = inconclusive; / = not tested or not shown; [ ] = remark or other dose. Unless noted, the call rests on the fitted dose curve; in most records, active means well fitted curve in the direction sought with a large enough effect; inconclusive means small, poorly fitted or top-dose-only effect, or another doubt; inactive means no such curve, though single readings can be large; an effect the other way counts as inactive or inconclusive. Unless noted, on the % scale 0 is the no-effect control and ±100 the full control effect.
compound,HEK293 tox,SNCA expr inh,NIH3T3 tox,HEK293 viab,FLuc inh,IP6K1 inh,GPT2 inhibitor
Nc1nnc2c(n1)[nH]c1ccccc12,/,29%,/,-2%,/,-10,/
COc1cccc(C(=O)NCCn2ccn3nc(-c4ccc(F)cc4)cc3c2=O)c1OC,-33%,-14%,?,?,?,-7,4%
CC1(C(=O)Nc2ccc(F)nc2)CCCN1c1nc(Nc2cc(C3CC3)[nH]n2)c2cccn2n1 (configuration not stated),/,/,/,?,/,2,1%
O=C1NC[C@H]2CN(CCCc3ccccc3)CCN12,i,-7%[87.6 µM],2%[230 µM],1%[87.6 µM],3%[230 µM],6,0%[88.5 µM]
CCc1ccc(Oc2c(C(F)(F)F)oc3c(CN4CCN(C)CC4)c(O)ccc3c2=O)cc1,/,25%,/,9%,/,18,/
CC[C@H]1OC(=O)[C@H](C)[C@@H](O[C@H]2C[C@@](C)(OC)[C@@H](O)[C@H](C)O2)[C@H](C)[C@@H](O[C@@H]2O[C@H](C)C[C@H](N(C)C)[C@H]2O)[C@@](C)(O)C[C@@H](C)[C@@H]2N[C@@H](COCCOC)OC([C@H]2C)[C@]1(C)O,/,/,/,-4%,/,4,i
CC(=O)Nc1nonc1-c1nnc(SCc2ccc(C)cc2)n1C,/,65%[activator],/,4%,/,0,/
O=C(CC1CCCN(c2cn[nH]c(=O)c2)C1)NCCc1ccccc1 (configuration not stated),-6%,24%,2%,11%,3%,35,i
CN(C)C(=O)N1Cc2ccccc2OC2(CCN(C(=O)c3cccc4[nH]ccc34)CC2)C1,-1%,17%,-2%,-15%,/,0,0%
Cc1nn(C)cc1C(=O)N1C[C@@H](CO)[C@H](c2ccncc2)C1,0%,?,-1%,3%,-6%,-7,-13%
Cc1ccc([S+](=O)([O-])N2CCC[C@@H]2C(=O)N2CCC(N3CCOC3=O)CC2)cc1,i,27%,0%,-4%,/,-16,?
O=C(c1ccsc1)N1CCCC(CN2CCCC2)CC1 (configuration not stated),i,-14%,1%,-2%,-1%,-9,i
Cc1cn2nc(C(=O)N3CCC(NC(=O)C4(c5ccccc5)CC4)CC3)cc2c(=O)[nH]1,0%,-24%,-1%,-6%,0%,9,i
CCOC(=O)c1ccccc1NS(=O)(=O)c1ccc(N2CCCCS2(=O)=O)cc1,/,-30%,/,-9%,/,23,/
O=C(c1ccccc1)N1CCN(C(=O)c2nc3cccnc3n(C3CC3)c2=O)CC1,-16%,-8%,-24%,25%,/,13,?

# Going on with the list:
compound,HEK293 tox,SNCA expr inh,NIH3T3 tox,HEK293 viab,FLuc inh,IP6K1 inh,GPT2 inhibitor
OCC1CNCCC12CCN(Cc1ccc3ccccc3c1)CC2 (configuration not stated),28µM*,?,45µM*,-17%,0%,8,4%
COCCN1C(=O)CS(=O)C12CCN(C(=O)c1ccsc1)CC2 (configuration not stated),-12%,20%,-16%,9%,/,0,?
CC(Nc1oc(-c2ccc(COc3ccc(Cl)cc3)o2)nc1C#N)c1ccccc1 (configuration not stated),/,20%,/,-8%,/,2,/
O=C(NC1CCCC1)c1cc2c(s1)CCN(C(=O)c1ccc(F)cc1)C2,-4%,?,-4%,11%,5%,-4,i
COc1ccc(N2CCN(c3nc(C(=O)NC4CCCCCC4)cs3)CC2)cc1,?,-8%,?,-20%,-14%,-9,-28%
COc1ccc(C(=O)N2CCC(Cn3c(C)cnc3C3CCC3)CC2)c(OC)c1,0%,-6%,-2%,0%,3%,23,-4%
COc1cccc(CN2CCC(N3C(=O)c4c(c(C)nn4-c4ccccc4)C3C3CC3)CC2)c1 (configuration not stated),35µM*,/,?,/,/,-10,/
O=C(N1CC(Oc2ccc(-c3noc(-c4ccccc4)n3)cc2)C1)C1(c2ccccc2)CC1,-15%,15%,i,5%,-18%,8,i
O=C(C1CN(C2CCCCC2)C(=O)N1)N1CCN(Cc2ccccc2)CC1 (configuration not stated),3%,0%,-12%,8%[12.5 µM],/,-10,1%
Cc1cccc(NC(=O)N2CCC(CN3CCCCCC3)CC2)c1C,/,1%,/,-9%,/,6,/
O=C1Nc2ccccc2CC12CCN(Cc1cncs1)C2 (configuration not stated),4%[172 µM],1%[87.6 µM],-1%[138 µM],2%[87.6 µM],-2%[172 µM],2,i
COCCCn1c(=O)c2sccc2n2c(CCCC(=O)NCc3ccc(F)cc3)nnc12,/,-6%,/,-24%,/,31,/
CCOc1ccc(CCNS(=O)(=O)c2cc(Br)cc3c2N(C(C)=O)CC3)cc1OCC,/,-8%,/,3%,/,4,/
O=C(NC1CCN(c2cc(-c3cccs3)[nH]n2)CC1)c1cc(Cl)ccc1F,?,-7%,?,-1%,5%,-8,-18%
Cc1noc(C)c1C(=O)N1Cc2ccccc2OC2(CCN([S+](C)(=O)[O-])CC2)C1,i,7%,i,4%,/,-7,-10%

# Record cards, from the list above.
# `COc1cccc(CN2CCC(N3C(=O)c4c(c(C)nn4-c4ccccc4)C3C3CC3)CC2)c1` (configuration not stated) as listed: HEK293 tox = 35µM*; SNCA expr inh = /; NIH3T3 tox = ?; HEK293 viab = /; FLuc inh = /; IP6K1 inh = -10; GPT2 inhibitor = /
# `COCCN1C(=O)CS(=O)C12CCN(C(=O)c1ccsc1)CC2` (configuration not stated) as listed: HEK293 tox = -12%; SNCA expr inh = 20%; NIH3T3 tox = -16%; HEK293 viab = 9%; FLuc inh = /; IP6K1 inh = 0; GPT2 inhibitor = ?
# `Cc1cccc(NC(=O)N2CCC(CN3CCCCCC3)CC2)c1C` as listed: HEK293 tox = /; SNCA expr inh = 1%; NIH3T3 tox = /; HEK293 viab = -9%; FLuc inh = /; IP6K1 inh = 6; GPT2 inhibitor = /

# Other records
compound,HEK293 tox,SNCA expr inh,NIH3T3 tox,HEK293 viab,FLuc inh,IP6K1 inh,GPT2 inhibitor
CCCN(CCC)CCCNC(=O)C1CCCN(Cc2nc(-c3ccc(Cl)cc3)oc2C)C1 (configuration not stated),/,9%,/,18%,/,1,/
COCc1ccc2c(c1)c(OC(C)(C)C(=O)NC1CCN(C)CC1)nn2CCC(C)C,?,2%[87.6 µM],89µM*,-1%[87.6 µM],-1%[172 µM],-8,-17%[88.5 µM]
FC(F)(F)c1ccc(CN2CC[C@H](c3nnc(-c4ccccc4)o3)C2)cc1,?,-16%[87.6 µM],?,-3%[87.6 µM],3%[172 µM],-2,-9%[88.5 µM]
CCOc1ccc(C2c3c(-c4ccccc4O)n[nH]c3C(=O)N2Cc2ccncc2)cc1 (configuration not stated),/,-22%,/,?,/,18,/
O=C(NCCc1cnc[nH]1)C1CCCN(C2CCOCC2)C1 (configuration not stated),-1%,-12%,i,-3%,1%,-18,-3%
CC(=O)c1c(C)oc2c1cc(NS(=O)(=O)c1c(C)cc(C)cc1C)c1ccccc12,/,11%,/,5%,/,12,/
Cn1cc(C=CC(=O)c2cccc(F)c2)cc1C=CC(=O)NO,/,173%[activator],/,-13%,/,/,3%
Cc1ccc(CNC(=O)CN2C(=O)NC3(CCOCC3)C2=O)cc1,6%,?,0%,5%,-20%,8,2%
CCc1noc([C@@H]2CC(F)(F)CN2C(=O)c2ccnn2C)n1,-22%,-20%,-1%,?,-10%,7,-19%
CC(C)(O)c1ccn2c(-c3ccc(F)c(-c4ccc(F)cc4C#N)c3)cnc2c1F,/,/,/,-3%,/,-11,2%
Cc1nc(C(=O)N2CC[C@H](NS(=O)(=O)c3cn(C)cn3)C[C@H]2C(=O)N[C@H](Cc2ccccc2)C(N)=O)cs1,-2%,12%,-4%,-3%,0%,-6,-1%
COc1ccc(C2Cn3cnc(C(=O)N4CCC(C(=O)Nc5ccc(Cl)cc5)CC4)c3CO2)cc1 (configuration not stated),?,2%,-22%,2%,?,1,1%
Cc1ccc(C(C)(C)C)c(OCC(=O)NCCc2nc3ccccc3[nH]2)c1,/,-10%,/,2%,/,27,/
O=C(NCc1ccc(Br)cc1)c1nnn2c1COC(c1ccc(Cl)cc1)C2 (configuration not stated),?,11%,?,11%,0%,-4,i
CCOc1ccccc1N1CC(c2nc3ccccc3n2CCOc2ccccc2OC)CC1=O (configuration not stated),/,-28%,/,7%,/,-2,/

# 2 records drawn at random from those above:
compound,HEK293 tox,SNCA expr inh,NIH3T3 tox,HEK293 viab,FLuc inh,IP6K1 inh,GPT2 inhibitor
O=C(NCc1ccc(Br)cc1)c1nnn2c1COC(c1ccc(Cl)cc1)C2 (configuration not stated),?,11%,?,11%,0%,-4,i
COCc1ccc2c(c1)c(OC(C)(C)C(=O)NC1CCN(C)CC1)nn2CCC(C)C,?,2%[87.6 µM],89µM*,-1%[87.6 µM],-1%[172 µM],-8,-17%[88.5 µM]

# More entries:
compound,HEK293 tox,SNCA expr inh,NIH3T3 tox,HEK293 viab,FLuc inh,IP6K1 inh,GPT2 inhibitor
Cc1ccc(C2Cn3nnc(C(=O)N4CCN(C(=O)c5ccc(C(C)(C)C)cc5)CC4)c3CO2)cc1 (configuration not stated),?,19%,?,6%,-7%,-12,3%
CCCS(=O)(=O)c1c(S(=O)(=O)CCC)c2cc(C(C)(C)C)ccn2c1C(=O)c1ccc(OC)c(OC)c1,/,-1%,/,9%,/,13,/
COCCOC1CN(C2CCN(C(=O)C3CCOCC3)CC2)C12CCCCC2 (configuration not stated),1%,13%,-3%,3%,0%,6,3%
CCc1nc(C)sc1CN1CCCn2nc(CCC(=O)O)cc2C1,-18%,-23%,-14%,8%,-15%,15,-3%
O=C(c1ccc(Cl)nc1)N1CCc2nc(-c3ccccc3)nc(-c3ccc(Cl)cc3)c2C1,?,4%,-18%,-18%,3%,3,i
Cc1ccc2occ(-c3cc(-c4ccccc4)nc4c3COc3ccccc3-4)c(=O)c2c1,/,-16%,/,2%,/,-2,/
CCOc1ccc(CNC(=O)c2cnc3sc(N(CC)CC)nn3c2=O)cc1,/,?,/,7%,/,30,/
COc1ccc(C(=O)Nc2ccc(-c3noc([C@@H]4CCCN4CC4CCCCC4)n3)cn2)cc1,45µM*,-11%,?,-8%,8%,-3,i
COc1cccc(-c2c(C(=O)NCC3CC3)nc3sccn23)c1,-28%,39%[activator],?,-10%,/,12,-12%
CSCC(=O)N1C[C@@H](NC(=O)NC(C)C)C[C@H]1C(=O)N(C)CC(N)=O,i,-13%[87.6 µM],-3%[174 µM],0%[87.6 µM],-2%[172 µM],-2,-6%[88.5 µM]
Cc1ccc(C(=O)N2CCC(C(=O)N3CCCC(c4nc5ccncc5[nH]4)C3)CC2)cc1 (configuration not stated),-4%,0%,-16%,7%,/,18,?
O=C(C1CCN(c2ccnc3ccnn23)CC1)N1CCCCC1,?,3%[87.6 µM],?,9%[87.6 µM],/,-1,-10%[88.5 µM]
Cc1ccc(-c2nn(CC(=O)NC3CCCCC3)c3c2cnc2ccc(F)cc23)cc1C,/,-7%,/,3%,/,-1,/
